Screens deposited in PubChem BioAssay by several laboratories.
M5 ag: CHRM5 agonism in calcium assay; P08912; CHO-K1 hM5 cells, Fluo-8 calcium fluorescence; 0% DMSO wells, 100% maximal acetylcholine response; activation, % at 3 µM; hit rate 0.19% among 360,000; AID 624037;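 active = activation above the run's mean over test compounds plus 3 SD, cut at about 23% in these data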;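 note: signal is peak over basal fluorescence ratio across the kinetic read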
Target sequence (P08912 whole entry, looked up): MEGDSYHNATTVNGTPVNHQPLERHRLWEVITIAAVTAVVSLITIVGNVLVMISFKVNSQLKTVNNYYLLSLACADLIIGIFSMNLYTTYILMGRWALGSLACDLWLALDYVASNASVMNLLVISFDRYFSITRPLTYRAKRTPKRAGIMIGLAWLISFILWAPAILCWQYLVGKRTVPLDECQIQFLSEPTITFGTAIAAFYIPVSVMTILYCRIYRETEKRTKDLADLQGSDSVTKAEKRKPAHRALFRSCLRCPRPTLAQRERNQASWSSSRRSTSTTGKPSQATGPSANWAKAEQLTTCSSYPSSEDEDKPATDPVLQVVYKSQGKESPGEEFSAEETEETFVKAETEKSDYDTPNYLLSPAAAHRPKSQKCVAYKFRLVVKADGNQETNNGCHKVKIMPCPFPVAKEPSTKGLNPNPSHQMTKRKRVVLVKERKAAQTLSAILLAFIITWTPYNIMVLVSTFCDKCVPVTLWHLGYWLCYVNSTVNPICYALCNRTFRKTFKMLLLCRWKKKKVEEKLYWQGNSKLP
CRFBP-R2 agonist: CRF-BP/CRF-R2 complex agonism. HEK293 CRF-R2/CRF-BP, calcium dye fluorescence (FLIPR); percent of saturating CRF peptide response. activation, % at 13.2 µM. hit rate 0.46% among 350,000. AID 588473;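 active = activation of at least 50%, plus an integration ratio under a set limit after plate pattern correction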;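 note: plate controls were neutral control wells without compound for no effect and CRF at EC100 for full effect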
CHRM5 antagonist: CHRM5 antagonism in calcium assay; hit rate 0.59% among 360,000; CHO-hM5 cells, Fluo-8 calcium fluorescence, ACh EC80; inhibition, % at 3 µM;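 active = inhibition above a per-plate cutoff, the mean of that plate's test compounds plus 3 SD, cut at about 27% in these data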;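 note: 0% = acetylcholine EC80 with DMSO and 100% = DMSO without agonist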
IDE cell inh: inhibits human insulin-degrading enzyme in HEK cells; hit rate 0.41% among 320,000; FAbetaB cleavage, fluorescence polarization; P14735; inhibition, % at 5.59 µM;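 active = percent inhibition above the average of all tested compounds plus 3 SD, set per screening campaign, cut at about 16% in these data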;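 note: IDE supplied by intact live HEK cells; FP after avidin binding of uncleaved biotin substrate so inhibition keeps polarization high; 0% = DMSO wells and 100% = 60 µM reference IDE inhibitor Ii1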
CHRM4 antagonist: CHRM4 antagonism in calcium assay | inhibition, % at 3 µM | hit rate 0.73% among 360,000 | CHO-hM4 cells, ACh EC80, Fluo-8 calcium fluorescence | P08173 | AID 624125;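 active = inhibition above its plate's cutoff, the mean inhibition of sample wells plus 3 SD, cut at about 27% in these data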;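 note: 0% = acetylcholine EC80 with DMSO and 100% = DMSO without agonist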
Target sequence (P08173 whole entry, looked up): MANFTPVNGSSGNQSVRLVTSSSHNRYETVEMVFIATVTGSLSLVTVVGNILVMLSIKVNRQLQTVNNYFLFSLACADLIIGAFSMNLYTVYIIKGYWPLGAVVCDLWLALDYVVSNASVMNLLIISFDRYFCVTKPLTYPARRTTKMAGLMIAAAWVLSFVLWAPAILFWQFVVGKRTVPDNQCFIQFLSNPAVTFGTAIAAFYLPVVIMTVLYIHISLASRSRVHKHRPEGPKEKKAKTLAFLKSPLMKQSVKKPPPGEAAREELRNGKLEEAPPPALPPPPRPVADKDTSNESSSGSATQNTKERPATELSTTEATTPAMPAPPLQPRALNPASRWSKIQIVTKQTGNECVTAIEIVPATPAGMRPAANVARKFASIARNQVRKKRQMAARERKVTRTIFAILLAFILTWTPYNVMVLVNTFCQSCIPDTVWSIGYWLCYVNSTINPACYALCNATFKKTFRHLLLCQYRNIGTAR
CHRM5 PAM: positive allosteric modulators of human muscarinic M5 receptor | P08912 | CHO-K1 hM5, Fluo-8 calcium, ACh EC20 PAM; 0% = ACh EC20, 100% = ACh EC100 | activation, % at 3 µM | hit rate 0.3% among 360,000;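 active = activation above the run cutoff, the mean activation of all test compounds plus 3 SD, cut at about 18% in these data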
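Assay system: CHO-K1 hM5 cells / Incubation: Fluo-8 loading 80 min at 37 °C plus 30 min room temperature / Technique: Fluo-8 calcium dye fluorescence, kinetic read / Repeats: single replicate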
M4 PAM: CHRM4 positive allosteric modulation. CHO-K1 hM4/Gqi5, Fluo-8 calcium fluorescence, ACh EC20; 0% = ACh EC20, 100% = maximal ACh. activation, % at 3 µM. hit rate 0.4% among 360,000. AID 624126;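 active = activation above its plate's cutoff, the mean activation of sample wells plus 3 SD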; note: some results filed as inactive read as strong as hits
CHRM4 agonist: CHRM4 agonism in calcium assay; P08173; AID 624127; activation, % at 3 µM; hit rate 0.14% among 360,000; CHO-K1 hM4/Gqi5, Fluo-8 calcium fluorescence; vehicle 0%, full acetylcholine response 100%;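 active = activation above the run mean over all test wells plus 3 SD, cut at about 32% in these data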;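 note: peak over basal fluorescence ratio per well then scaled between controls; 0% = DMSO wells and 100% = acetylcholine at EC100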
CRFBP-R2 block: CRF-BP/CRF-R2 complex antagonism | HEK293 CRF-R2/CRF-BP, CRF-induced calcium fluorescence | AID 588475 | inhibition, % at 11.8 µM | hit rate 0.59% among 350,000;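 active = inhibition of the ligand-induced calcium signal above about 50% at the single tested concentration, limit read from the data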
* = called active by the depositor; nt = no result given.

SMILES | M5 ag | CRFBP-R2 agonist | CHRM5 antagonist | IDE cell inh | CHRM4 antagonist | CHRM5 PAM | M4 PAM | CHRM4 agonist | CRFBP-R2 block
O=C(NCCCn1ccnc1)C(Cl)(Cl)Cl | -10 | -0.6 | 3 | -1 | -2 | -8 | -5 | 1 | 1
CC1(C)OC(c2ccccc2)=C/C(=C/C=C2C(=O)NC(=O)NC2=O)O1 | 75* | 31 | 14 | 50* | 3 | -19 | -8 | 20 | -52
CC12CCC(O)CC1CCC1C2CCC2(C)C(C3=CC(=O)OC3)CCC12O (stereo not drawn) | 4 | 1.1 | 4 | nt | -7 | 0 | -1 | 1 | 30
CC1CC(C)CC(C)C(O)C(C#N)=CC=CCC(C2CCCC2C(=O)O)OC(=O)CC(O)C(C)C1 (stereo not drawn) | 0 | -2.9 | 3 | nt | -2 | 1 | 0 | 0 | -2
CCCCCCn1c(O)c(/C=N/N2CCCCCC2)c(=O)[nH]c1=O | -1 | -2.7 | 7 | 6 | -15 | 10 | 17 | 0 | -40
C#C[C@@]1(O)CCC2C3CCC4=C/C(=N/OCC(=O)NC(C(=O)NC(CC(C)C)C(=O)O)C(C)C)CC[C@]4(C)C3CC[C@@]21C (stereo partly drawn) | -5 | -1.5 | 7 | nt | 1 | -3 | 0 | 0 | -3
CCC(CC)N1CCN(C(=O)Cc2ccccc2)CC1 | -7 | -0.8 | -2 | 3 | 7 | -3 | 17 | 0 | 8
Cc1cccnc1-n1c(CN2C(=O)c3ccccc3C2=O)nc2ccccc2c1=O | -2 | 0.5 | -1 | 1 | 6 | -2 | -2 | 1 | -1
Cn1c(O)c(C=NCCN2CCNCC2)c(=O)n(C)c1=O | -2 | -1.0 | 2 | 2 | -12 | 4 | 3 | 0 | -11
Cc1ncc(CN2CCCC(C(=O)c3cccc(OC(C)C)c3)C2)s1 (stereo not drawn) | -10 | -1.1 | -7 | -5 | -3 | 0 | -2 | 3 | 10
CN1CCc2cc3c(cc2[C@H]1[C@@H]1OC(=O)c2c1ccc1c2OCO1)OCO3 | 0 | 1.0 | 1 | 4 | -6 | -4 | -1 | 1 | -10
O=C(Cn1ncc2ccccc21)N1CCC2(CC1)OCCO2 | 2 | 0.9 | 3 | 0 | -1 | -3 | 11 | 2 | 2
CCCCOP(=O)(CN1CCOCC1)OCCCC | 0 | 2.3 | -1 | 10 | 5 | -2 | -4 | 0 | 2
O=C(O)CCn1cc(C=C2C(=O)NC(=S)NC2=O)c(-c2ccccc2)n1 | 2 | 1.8 | 5 | 2 | -3 | -4 | -3 | 4 | -2
COC(=O)C1=C(c2cccc(OCc3ccccc3)c2)C[C@@H]2CC[C@H]1N2C(=O)NCCOc1ccc(OC)cc1 | 2 | 0.3 | 16 | 2 | 0 | -10 | -6 | 5 | -2
C[C@@H]1CC2C3CC=C4C[C@@H](O)CC[C@]4(C)C3CC[C@]2(C)[C@H]1O (stereo partly drawn) | -3 | 0.9 | 6 | 2 | 0 | 17 | -2 | 2 | 7
O=C(C1CCC(=O)N1C1CCCC1)N1CCC2(CC1)OCCO2 (stereo not drawn) | -1 | 1.4 | -1 | 1 | 5 | 2 | -4 | 0 | 9
Cc1ccc(O)c(CN2CCC3CCC(C3)C2)c1 (stereo not drawn) | -10 | -2.9 | 10 | nt | 0 | -4 | -10 | 0 | 3
CC(C)(C)C(=O)N1Cc2cc(N3CCOCC3)ccc2-n2nncc2C1 | 3 | nt | 2 | nt | -2 | -2 | 7 | 1 | nt
CC(C)N(Cc1ccco1)/N=C/c1c(O)n(Cc2ccccc2)c(=O)[nH]c1=O | 3 | -1.6 | 3 | 13 | 4 | 2 | -2 | 1 | -20
COc1cc2c(cc1OC)C13CCN4CC5=CCOC6CC(=O)N2C1C6C5CC43 (stereo not drawn) (tested in a mixture with another compound) | 0 | 1.6 | 3 | 4 | -4 | -1 | 0 | 0 | -12
CC(=O)N(C1=NCCCS1)c1ccc(Cl)cc1 | -9 | 0.3 | 5 | -3 | -2 | -1 | -2 | 2 | -6
CC(=NCCCn1ccnc1)c1c(O)n(C2CCCCC2)c(=O)[nH]c1=O | -6 | -1.5 | -7 | -4 | -23 | 8 | 8 | 1 | 4
C=COCCn1c(C)c(C(C)=O)c2cc(O)ccc21 | -4 | -1.1 | 4 | 1 | -8 | 0 | 14 | 2 | 7
CCCOc1ccc(N2C(=O)CC(N3CC=C(c4ccccc4)CC3)C2=O)cc1 (stereo not drawn) | -4 | -1.8 | -1 | -2 | -4 | -3 | 0 | 1 | -14
COc1ccc(OC)c(N=Cc2c(O)n(Cc3ccccc3)c(=S)[nH]c2=O)c1 | 5 | 27 | -3 | -2 | -12 | 11 | -3 | 2 | -32
O=c1[nH]c(=O)n(Cc2ccccc2)c(O)c1C=NCCCO | 2 | 1.3 | 3 | 4 | 9 | -2 | 0 | 1 | 41
COC(=O)C1=C(c2ccc(OC)c(OC)c2)C[C@@H]2CC[C@H]1N2C(=O)NC(C)C | 2 | -1.9 | 10 | 3 | 4 | 1 | 6 | 1 | 2
Cc1cc(C)[n+](CCCC[n+]2c(C)cc(C)cc2C)c(C)c1 | -4 | -0.5 | 6 | 6 | -2 | 0 | 7 | 2 | 3
C[N+](C)(C)CCc1ccc(O)cc1 | 22 | -0.3 | 2 | 8 | -11 | -6 | 2 | 1 | 1
Cc1cnc[nH]1 | 1 | -1.0 | -1 | 3 | -11 | -2 | 13 | 3 | 10
CN(C)P(=O)(N(C)C)N1CC1 | -1 | 2.8 | 16 | nt | -5 | 0 | 1 | 1 | 8
COC(=O)C1=C(c2ccc(F)cc2F)C[C@@H]2CC[C@H]1N2C(=O)NC1Cc2ccccc2C1 | -8 | -3.0 | 9 | -4 | 19 | -6 | -7 | -1 | 0
CC(=O)c1c(O)n(-c2cccc(Cl)c2)c(=O)[nH]c1=O (tested in a mixture with another compound) | 4 | 2.9 | 2 | -1 | 10 | 7 | 0 | 1 | 1
CC/C(CC(c1ccccc1)c1c(O)c2ccccc2oc1=O)=N\NC(N)=S (stereo not drawn) | 1 | 0.3 | 3 | -7 | 1 | -5 | -1 | 0 | 12
OCC(Cl)CCl (stereo not drawn) | 0 | 0.0 | -2 | -1 | -3 | 1 | 15 | 3 | 16
Cc1cccc(-n2c(O)c(/C=N/NC(=O)c3ccncc3)c(=O)[nH]c2=O)c1 | -1 | 0.0 | 7 | 7 | 11 | 3 | -7 | -1 | 20
CSCCC(c1nnnn1-c1ccc2c(c1)OCCO2)N1CCC(n2c(=O)[nH]c3ccccc32)CC1 (stereo not drawn) | 0 | nt | 8 | nt | 17 | -20 | -14 | 21 | nt
COC(=O)C1=C(c2ccc(Cl)c(C(F)(F)F)c2)C[C@@H]2CC[C@H]1N2C(=O)NC(C)C | -4 | -3.4 | 16 | -2 | -2 | -4 | 2 | 0 | 15
COc1ccc(C2CC(c3c(O)n(CCc4ccccc4)c(=O)[nH]c3=O)=NN2)cc1OC (stereo not drawn) | 1 | -1.0 | 8 | 10 | -6 | -2 | 7 | 1 | 4
CCOCCN1CCC(OC(C)=O)C(C)C1 (stereo not drawn) | -3 | 3.0 | 2 | 2 | 1 | -8 | -3 | 0 | 15
CC(C)(C)c1ccc(CSc2cnn(C(C)(C)C)c(=O)c2Cl)cc1 | 12 | 2.8 | 28* | -1 | 11 | -12 | -4 | 12 | 2
COc1cccc(C2CC3C(=O)C=CC2N3Cc2ccccc2)c1 (stereo not drawn) | 0 | 0.2 | 4 | -4 | 3 | -4 | 13 | 2 | -7
Cn1c(=O)cc(OCC(=O)N2CCN(C3CCCCC3)CC2)c2ccccc21 | -2 | -1.8 | 2 | -1 | 2 | -1 | -2 | 1 | 16
CCC(C)(C)n1nnnc1C(c1cccs1)N1CC=C(c2ccc(F)cc2)CC1 (stereo not drawn) | -4 | -0.9 | 16 | 8 | 3 | -9 | -17 | -1 | 2

The final two compounds of the section before come first, to join the parts:
SMILES | M5 ag | CRFBP-R2 agonist | CHRM5 antagonist | IDE cell inh | CHRM4 antagonist | CHRM5 PAM | M4 PAM | CHRM4 agonist | CRFBP-R2 block
Cn1c(=O)cc(OCC(=O)N2CCN(C3CCCCC3)CC2)c2ccccc21 | -2 | -1.8 | 2 | -1 | 2 | -1 | -2 | 1 | 16
CCC(C)(C)n1nnnc1C(c1cccs1)N1CC=C(c2ccc(F)cc2)CC1 (stereo not drawn) | -4 | -0.9 | 16 | 8 | 3 | -9 | -17 | -1 | 2
O=C(c1cc2nc(-c3ccccc3)cc(-c3ccccc3)n2n1)N1CCC2(CC1)OCCO2 | -1 | -1.1 | -2 | 4 | -7 | 0 | 8 | 4 | -7
COC(=O)C1=C(c2ccc(S(C)(=O)=O)cc2)C[C@@H]2CC[C@H]1N2C(=O)NCCS(C)=O (stereo partly drawn) | 4 | 0.0 | 4 | -3 | -9 | -2 | 9 | 0 | 0
Cc1ccccc1-c1ccc2c(c1)C1c3c(-c4ccccc4)nnn3-c3ccccc3C(=O)N1CC2 (stereo not drawn) | 2 | nt | 4 | nt | -17 | -2 | 14 | 3 | nt
CN1C(=O)N(C)C(=O)C2(Cc3cc(NC(=O)c4ccc(F)cc4)ccc3N3CCCC32)C1=O (stereo not drawn) | -2 | 2.6 | 1 | -4 | 3 | 2 | 4 | 1 | 15
Cc1cccc(C)c1-n1nnnc1C(c1cc2ccccc2o1)N1CCC(n2c(=O)[nH]c3ccccc32)CC1 (stereo not drawn) | -2 | nt | 7 | nt | -1 | -8 | -10 | 2 | nt
CCCCn1c(=O)c(C(=O)Nc2ccccc2N)c(O)c2ccccc21 | -4 | 0.4 | 14 | -1 | -16 | 3 | 4 | 1 | -10
O=C1CC(=O)N(c2cccc(F)c2)C(=O)N1 | -1 | 1.1 | -2 | 1 | -6 | -1 | 0 | 1 | 4
CN1CCCC2c3ccccc3CCC21 (stereo not drawn) | -2 | 1.1 | 5 | nt | 6 | -1 | 0 | 1 | -20
Cc1ccc(-n2c(C)cc(/C=C3/C(=O)NC(=O)N(Cc4ccco4)C3=O)c2C)cc1 | -2 | 26 | -3 | -2 | -7 | 1 | -2 | 0 | -64
NP(=O)(OCC(F)(F)F)Oc1ccccc1 (stereo not drawn) | -3 | -0.3 | -1 | 0 | 8 | -1 | -4 | 0 | 12
CCCCCn1c(=O)c(C(=O)NCCc2ccccc2)c(O)c2ccccc21 | 3 | 3.3 | -3 | -1 | -5 | -3 | 1 | 1 | -3
CC[N+]12CCC(CC1)C(=C(c1ccccc1)c1ccccc1)C2 | -10 | -1.8 | 99* | 4 | 97* | -19 | -19 | 0 | -7
CC12CN3CC(C)(CN(C1)C31CCSCC1)C2=O | 2 | -0.8 | -5 | -1 | 1 | 4 | 18 | 0 | 15
Cc1ccc(OP(=O)(Nc2cccc(C)c2)Oc2ccc(C)cc2)cc1 | -3 | 0.8 | 7 | 1 | 1 | -2 | -5 | 0 | -13
CC(=Nc1ccc2c(c1)CCC2)c1c(O)n(-c2ccccc2)c(=O)[nH]c1=O | 2 | -1.5 | 6 | -4 | -2 | 0 | 3 | 1 | 4
CCC(C)n1c(O)c(/C=N/Nc2ccccc2)c(=O)[nH]c1=S (stereo not drawn) | -2 | -0.5 | 3 | 3 | 2 | -7 | -6 | 3 | -23
CN(C)C1(CNC(=O)c2cc(S(=O)(=O)N3CCOCC3)c(Cl)cc2Cl)CCCCC1 | -5 | 0.1 | -1 | 1 | 0 | 4 | 5 | 1 | 16

Only part of the results is shown (hit frequency here may not be typical).
